Source: PubChem (several laboratories)
CIT2 TOR yeast: modulators of CIT2-GFP expression in yeast, primary screen, S. cerevisiae, GFP fusion, multiplex flow cytometry, MLPCN library; S. cerevisiae CIT2-GFP strain, 3 h; 100 means same as DMSO wells; 320,000 tested, 0.065% active; GFP response vs DMSO, % at 10 µM; AID 2029, 2009;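 active means GFP response relative to DMSO above a set limit, near the screen mean plus 3 SD, cut at about 150% in these data; inconclusive means Fewer than 70 cells measured for a yeast strain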;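 further: ratio of well median GFP fluorescence to mean of DMSO wells on the plate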
AGP1 TOR yeast: modulators of AGP1-GFP expression in yeast TOR pathway, primary screen, cell-based, multiplex flow cytometry, S. cerevisiae, MLPCN library | 3 h; GFP as percent of DMSO wells | GFP response vs DMSO, % at 10 µM | 320,000 tested, 0.02% active | AID 2066, 2009;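 active means GFP response relative to DMSO above a set limit, near screen average plus 3 SD, cut at about 150% in these data; inconclusive means fewer than 70 cells counted for the yeast strain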;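 further: median GFP channel fluorescence of the gated AGP1 strain per well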
MEP2 TOR yeast: modulators of MEP2-GFP levels in yeast, primary screen, S. cerevisiae, multiplex flow cytometry, MLPCN library; S. cerevisiae MEP2-GFP strain, 3 h; 100% = DMSO control level; GFP response vs DMSO, % at 10 µM; 330,000 tested, 0.51% active;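 active means GFP response versus DMSO above a set limit, roughly screen mean plus 3 SD, cut at about 180% in these data; inconclusive means fewer than 70 cells counted for a yeast strain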;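 further: median GFP fluorescence of the barcode-gated MEP2-GFP cells per well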
GRK2 aptamer HTS: compounds blocking aptamer binding on GRK2 – biochemical, human GRK2, bead flow cytometry, HTS, primary screen; AID 488847, 2010; FAM-aptamer displacement from GRK2; inhibition of aptamer binding, % at 10 µM; 330,000 tested, 0.59% active;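 active means inhibition of aptamer binding above 40%, roughly 3 SD of noise, on plates passing a quality check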;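 further: median bead fluorescence of bound FAM aptamer so fluorescent compounds give negative values; no value below 0 was filed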
Target sequence (P25098 whole entry, looked up): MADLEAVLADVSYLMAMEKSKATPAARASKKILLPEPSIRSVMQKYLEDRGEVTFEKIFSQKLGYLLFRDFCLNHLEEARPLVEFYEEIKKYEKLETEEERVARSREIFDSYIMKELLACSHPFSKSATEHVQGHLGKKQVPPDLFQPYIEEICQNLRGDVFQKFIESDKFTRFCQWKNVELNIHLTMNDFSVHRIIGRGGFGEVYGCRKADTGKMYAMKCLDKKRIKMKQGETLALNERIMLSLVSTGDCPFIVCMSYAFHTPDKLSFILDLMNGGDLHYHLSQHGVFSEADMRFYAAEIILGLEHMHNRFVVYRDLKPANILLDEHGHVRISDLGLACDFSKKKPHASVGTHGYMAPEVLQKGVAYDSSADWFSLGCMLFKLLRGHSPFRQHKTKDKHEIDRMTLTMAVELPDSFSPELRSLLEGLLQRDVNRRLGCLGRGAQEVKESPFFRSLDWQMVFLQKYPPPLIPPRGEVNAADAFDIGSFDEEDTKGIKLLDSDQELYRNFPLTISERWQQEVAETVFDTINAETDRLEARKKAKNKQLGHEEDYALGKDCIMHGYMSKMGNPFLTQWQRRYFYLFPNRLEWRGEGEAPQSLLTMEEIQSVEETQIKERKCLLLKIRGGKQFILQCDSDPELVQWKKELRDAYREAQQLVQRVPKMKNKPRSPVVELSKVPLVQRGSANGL
JMJD2C inh: inhibitors of GASC-1 histone demethylase, primary screen, biochemical, fluorescence, DELFIA europium. Lysine-specific demethylase 4C (Homo sapiens), Q9H3R0. GST-JMJD2C(1-420) H3K9me3 demethylation. inhibition, % at 2.35 µM. 330,000 tested, 0.069% active;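 active means more than half of a compound's replicate wells show inhibition beyond 50%, single wells judged on their own value; inconclusive means some, but no more than half, of replicates pass 50% inhibition; inactive means no replicate passes 50% inhibition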;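 further: signal counts dimethyl H3K9 product captured on neutravidin plate; 0% = median of DMSO wells and 100% = 0.3 times that DMSO median; strong numbers were not always called active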
Target sequence (Q9H3R0 1-420 limits assumed): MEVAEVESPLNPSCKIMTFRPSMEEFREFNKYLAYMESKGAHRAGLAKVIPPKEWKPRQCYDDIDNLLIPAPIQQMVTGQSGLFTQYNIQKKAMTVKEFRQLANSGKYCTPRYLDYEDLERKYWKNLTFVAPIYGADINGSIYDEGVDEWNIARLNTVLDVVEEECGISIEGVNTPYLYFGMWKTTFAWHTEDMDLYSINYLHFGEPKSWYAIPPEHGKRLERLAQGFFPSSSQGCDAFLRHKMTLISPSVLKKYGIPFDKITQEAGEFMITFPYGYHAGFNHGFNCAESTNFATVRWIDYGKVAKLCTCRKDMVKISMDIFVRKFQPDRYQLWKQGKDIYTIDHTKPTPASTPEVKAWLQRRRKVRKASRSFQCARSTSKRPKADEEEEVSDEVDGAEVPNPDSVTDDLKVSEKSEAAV
RPL19A-GFP yeast: RPL19A-GFP expression modulators in yeast, primary screen, cell-based, S. cerevisiae, multiplex flow cytometry, MLPCN; S. cerevisiae RPL19A-GFP strain, 3 h; stronger effect = lower value; percent response vs DMSO, % at 10 µM; 330,000 tested, 0.3% active;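 active means percent response vs DMSO below 50%; inconclusive means fewer than 70 events counted for the yeast strain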;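 further: median channel GFP fluorescence of the barcoded RPL19A-GFP strain; ratio of sample median GFP to plate DMSO average so 100% = DMSO; lower means less RPL19A-GFP as with rapamycin TOR inhibition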
VLA-4 inh: inhibition in human VLA-4 binding assay, primary screen, VLA-4 allosteric modulator project, MLPCN library, flow cytometry, VLA-4 expressing cells; inhibition, % (about 7 µM as worked out from the volumes in the protocol); AID 2557, 2010; ligand binding flow cytometry; 330,000 tested, 0.2% active; Integrin alpha-4 (Homo sapiens), P13612; in the data active means inhibition above about 50%
LAP4-GFP MLPCN: modulators of LAP4-GFP expression in yeast, primary screen, S. cerevisiae, multiplex flow cytometry, MLPCN library. GFP response vs DMSO, % at 10 µM. 320,000 tested, 0.34% active. 3 h; median GFP as percent of DMSO wells;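 active means GFP response vs DMSO above a set limit, about the screen mean plus 3 SD, cut at about 150% in these data; inconclusive means under 70 cell events counted for the yeast strain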
Numbers without * were called inactive; u = inconclusive; x = no result given; [ ] = dose if it differs, or a comment.

smiles,CIT2 TOR yeast,AGP1 TOR yeast,MEP2 TOR yeast,GRK2 aptamer HTS,JMJD2C inh,RPL19A-GFP yeast,VLA-4 inh,LAP4-GFP MLPCN
COc1ccc(-c2nc(C#N)c(NCC3CCCO3)o2)cc1 (centres undefined),110,106,108,0,1,104,-15,114
Cc1cc(C(=O)NNC(=O)c2ccc(Cl)cc2)no1,93,104,96,2,5,89,6,109
OCC1CCCN(C(=S)NCCc2ccccc2)C1 (centres undefined),96,105,90,1,4,96,6,95
CCCCC(=O)N1CCCC(c2nc(-c3cccc(OC)c3)no2)C1 (centres undefined),96,100,104,0,14,99,19,91
Cc1ccc(NC(=S)NCC2CCCO2)c(OC(F)F)c1 (centres undefined),102,98,113,0,4,104,4,96
Cc1nc(NC(=O)c2ccccc2)sc1C1(C)CC(c2ccccc2F)=NO1 (centres undefined),91,93,93,0,7,89,-9,109
CCN1CCN(CCCN(Cc2cccs2)C(=S)Nc2ccccc2C)CC1,95,96,96,0,0,100,-1,100
COc1cc(OC)cc(C(=O)Nn2cc(C(=O)Nc3ccccc3F)c3ccccc3c2=O)c1,100,103,115,0,19,107,2,98
CC(C)(C)NC(=O)C(OC(=O)c1ccco1)c1ccc(Cl)cc1 (centres undefined),99,96,100,1,-3,100,4,90
COc1ccc(NC(=O)CSc2ncnc3c2cnn3Cc2ccccc2)cc1OC,93,101,100,2,6,100,-17,90
COc1ccc(NC(=O)Nc2ccc(C(=O)N3CCOCC3)cc2)c(OC)c1,101,105,101,2,0,104,-1,95
CC(=O)c1cn(CC(=O)Nc2c(C)cccc2C)c2ccccc12,98,100,104,0,6,100,5,105
COc1cc(NCc2ccccc2)c2ncn(Cc3ccccc3)c2c1,84,95,93,7,-7,95,-22,91
O=C(O)CCCCCn1c(SCC(=O)c2ccc(O)c(O)c2)nc2ccsc2c1=O,89,85,100,4,1,98,13,82
N/C(=N\NS(=O)(=O)c1ccccc1C(F)(F)F)c1ccccn1,104,101,102,0,4,96,0,107
COc1cccc(Oc2ncnc(N)c2[N+](=O)[O-])c1,u,24[may fluoresce violet],525*[may fluoresce violet],0,34,80[may fluoresce violet],1,63[may fluoresce violet]
COc1ccc(NC(=O)c2ccc(N(C)S(C)(=O)=O)cc2)cc1OC,102,105,97,0,-8,94,-3,85
O=C(Nc1ccc2cccnc2c1)c1ccc(Br)cc1,102,91,104,0,0,107,-1,78
COc1cccc(OC)c1NC(=O)c1nc2c(nnn2Cc2ccccc2Cl)c(=O)[nH]1,102,102,100,4,17,98,13,97
COc1ccc(C(=O)Nc2ccccc2C(=O)Nc2ccccn2)cc1,104,99,110,0,1,107,-5,93

Next results.
smiles,CIT2 TOR yeast,AGP1 TOR yeast,MEP2 TOR yeast,GRK2 aptamer HTS,JMJD2C inh,RPL19A-GFP yeast,VLA-4 inh,LAP4-GFP MLPCN
CCOC(=O)CSc1nnc(CNc2ccc(Cl)cc2)n1-c1ccccc1,106,101,105,1,-5,105,1,100
Cc1ccc(-c2nc3ccc(C(=O)O)cc3nc2-c2ccc(C)cc2)cc1,83,91,100,0,1,93,-21,109
COc1ccc(CNC(=O)[C@H](C)NC(=O)C2CCN(C(=O)[C@@H](N)Cc3ccccc3)CC2)cc1,101,108,117,4,3,101,-19,108
Cc1cccc(C)c1NC(=O)NC1(C(=O)NCCCN2CCOCC2)CCCCC1,98,95,99,0,5,98,10,98
O=C1NC(c2cn(-c3ccccc3)nc2-c2cccs2)C(C(=O)c2cccnc2)C(O)(C(F)(F)F)N1 (centres undefined),104,99,101,2,7,98,-1,97
COc1ccc(CCNC(=O)CCC(=O)n2ncc3ccc(Cl)cc32)cc1OC,97,93,95,0,1,94,1,96
COc1ccc(C2C3=C(CC(C)(C)CC3=O)N(C)C3=C2C(=O)CC(C)(C)C3)cc1,116,136,110,4,0,132,-1,116
CC(C)c1ccc(S(=O)(=O)N2CCC3(CC2)OCCO3)cc1,94,102,104,3,3,100,-11,110
O=C(O)C1Cc2ccccc2CN1C(=O)c1ccco1 (centres undefined),102,102,106,0,-3,107,-1,100
CCOc1ccc(CSCCNC(=S)Nc2ccccc2)cc1,81,84,94,2,-1,98,13,92
CCSc1nnc(-c2cccs2)o1,99,98,107,2,5,98,8,94
COCCCn1c(SCC(=O)NC(C)(C)C)nnc1-c1cccs1,83,97,91,2,-3,97,5,96
C/C(NCc1cccnc1)=C(\C#N)C(=O)NCc1ccccc1,107,103,102,0,-2,102,0,103
Nc1c(-c2ccc(Cl)cc2)nnn1-c1ccccc1,100,100,102,0,-5,101,10,104
O=c1oc2ccccc2c(CNc2ccccc2)c1[N+](=O)[O-],104,98,104,2,4,108,2,98
CCCCCOC(=O)CSc1n[nH]c(=O)[nH]c1=O,100,106,98,1,-1,97,-5,101
O=c1ccc(Cc2ccccn2)n[nH]1,104,98,100,0,23,96,6,93
COc1ccc(OCC(=O)NCC(c2ccc(OC)cc2)N2CCCCC2)cc1 (centres undefined),114,104,109,0,-1,107,2,98
O=C(NNC(=O)c1cc(Br)ccc1O)c1csc(N2CCOCC2)n1,89,86,89,0,-4,89,-2,85
COC(=O)Nc1ccc(NC(C)=O)cc1,97,103,105,0,3,101,-11,97

Additional compounds.
smiles,CIT2 TOR yeast,AGP1 TOR yeast,MEP2 TOR yeast,GRK2 aptamer HTS,JMJD2C inh,RPL19A-GFP yeast,VLA-4 inh,LAP4-GFP MLPCN
CCn1nc(C)c([N+](=O)[O-])c1C(=O)NNC(=O)c1ccccc1Cl,86,95,87,4,-6,92,-14,100
CCCCNC(=S)NC(=O)c1ccc(Cl)cc1Cl,84,93,93,0,-8,92,3,98
O=C(COc1ccc(Br)cc1Cl)c1ccc[nH]1,87,94,93,18,5,98,15,97
CCN1CCN(C(=O)c2cc(=O)c3cc(C)ccc3o2)CC1,92,96,97,0,-2,96,0,93
NC(=O)CSc1nnc(-c2ccncc2)n1CCc1ccccc1,98,102,104,0,12,101,2,94
O=C(Cn1c(-c2cscn2)nc2ccccc21)Nc1cc(F)ccc1F,102,110,106,1,26,103,x,108
N=c1sccn1CC(=O)Nc1ccc(S(=O)(=O)N2CCOCC2)cc1,96,96,105,0,-15,102,7,94
O=C(Nc1ccc(Br)cn1)c1ccc([N+](=O)[O-])cc1Cl,80,109,111,3,3,113,-4,99
O=C(Nc1nnc(CCS(=O)(=O)c2ccc(Br)cc2)s1)c1ccc([N+](=O)[O-])cc1,95,102,100,4,x,95,10,99
O=C(CCSc1ccccc1)Nc1nc2c(s1)CCCC2,108,x,105,1,3,106,8,112
CCn1c(SCC(=O)Nc2ccc3c(c2)OCO3)nc2ccccc21,89,99,105,0,-20,97,-14,113
CCc1cc2c(SCC(=O)c3cccs3)ncnc2s1,x,92,96,2,-9,95,8,96
CC(=O)c1cnc(Nc2cccc(Cl)c2Cl)s1,87,93,92,0,4,95,0,134
NC(=O)COc1ccc(-c2noc(COc3ccccc3[N+](=O)[O-])n2)cc1,100,95,100,0,-9,97,6,91
Cc1nc(C(N)=O)nc2ccccc12,103,99,98,1,-1,95,4,100
O=C1CN(C(=O)CNC(=O)c2ccc(Cl)cc2Cl)CCN1,99,99,97,0,0,99,-8,108
CCc1c(C)nc2ncnn2c1N1CCC(C(=O)Nc2cccc(C(C)=O)c2)CC1,107,99,100,0,-39,100,-2,98
CCOc1ccccc1NC(=O)c1ccc(Cl)c(NC(=O)CC(c2ccccc2)c2ccccc2)c1,98,102,105,0,11,96,-4,88
COc1cccc(N(C(=O)Cn2nnc(-c3ccc(Cl)cc3)n2)C(C(=O)NCC2CCCO2)c2ccc(C)cc2)c1 (centres undefined),92,93,98,0,1,103,0,86
CCOc1ccc(C2C(C(=O)O)c3ccccc3C(=O)N2CCN2CCOCC2)cc1 (centres undefined),83,88,87,1,9,91,-1,x

(cont.)
smiles,CIT2 TOR yeast,AGP1 TOR yeast,MEP2 TOR yeast,GRK2 aptamer HTS,JMJD2C inh,RPL19A-GFP yeast,VLA-4 inh,LAP4-GFP MLPCN
O=C(NC1CCCCCC1)C1C2C=CC3(CN(Cc4cccnc4)C(=O)C13)O2 (centres undefined),99,103,101,0,-9,102,16,100
COC(=O)c1ccccc1NC(=O)CN(C)Cc1ccccc1,101,94,105,0,8,103,-3,92
Cc1ccc(-n2ncc3c2CC(C)(C)CC3NC(=O)CCc2cccnc2)cc1 (centres undefined),102,87,102,1,-2,118,0,66
COC(=O)c1c(NC(=O)CN2C(=O)NC3(CCCCC3C)C2=O)sc2c1CCC2 (centres undefined),98,98,96,0,-9,95,8,102
CC(O)CNc1ccc([N+](=O)[O-])cc1S(=O)(=O)N1CCOCC1 (centres undefined),88,92,92,1,-20,88,0,92
CN1CCN(C(=O)C2CC(=O)N(c3ccc(F)c(Cl)c3)C2)CC1 (centres undefined),90,105,111,1,-1,99,5,104
CCSCCOC(=O)C1=C(C)N(C)C(=O)NC1c1ccc2c(c1)OCO2 (centres undefined),97,96,102,2,1,104,16,93
COc1ccc(N(CC(=O)N2CCCCC2)S(=O)(=O)c2c(C)nn(C)c2C)cc1,107,102,102,1,-5,97,0,105
CC1(C)CC(NC(=O)CCC2CCCC2)CC(C)(C)N1,96,96,95,0,3,96,8,93
O=C1c2cccc(Cl)c2C(=O)N1c1ccccn1,85,95,94,0,-24,99,0,89
CCOC(=O)CSc1nnc(CSc2nc3sc4c(c3c(=O)[nH]2)CCCC4)n1-c1ccccc1,102,x,101,1,-6,96,-3,98
CSc1cccc(NC(=S)N(Cc2ccc(C)cc2)Cc2cccnc2)c1,108,102,99,2,5,102,-10,107
c1ccc(OCCCn2nnc(-c3ccc(N4CCOCC4)cc3)n2)cc1,92,89,98,2,u,99,18,98
CS(=O)(=O)N1CCC(C(=O)N2CCN(c3ccc(F)cc3)CC2)CC1,106,104,97,0,-4,100,7,98
O=C(Nc1nnc(SCc2ccc(F)cc2)s1)c1cccnc1Cl,92,101,98,1,-12,98,4,108
CC1CCN(CCCCOc2ccccc2Br)CC1,100,98,100,0,6,101,-1,93
Cc1cccc(NC(=O)NNC(=O)COc2ccc3ccccc3c2)c1,103,96,100,1,8,91,3,98
COc1cccc(-c2ccc(SCC(=O)N3CCOCC3)nn2)c1,88,97,91,0,48,90,12,100
NC(=O)C1CCN(c2nc3ccccc3nc2NS(=O)(=O)c2ccc(Br)cc2)CC1,100,96,101,0,11,103,-17,94
Cc1ccccc1C(=O)NC(=S)Nc1ccc(Oc2ccc(Cl)cc2)cc1,u,u,u,0,0,u,-2,u
O=C(CCCNC(=O)/C(=C/c1ccccc1F)NC(=O)c1ccccc1)OCc1ccccc1,101,107,107,0,-6,105,-9,96
CCOC(=O)c1cnn2c(N)c(C#N)nnc12,105,109,107,0,8,101,10,98
COc1cc(/C=C2\C(=N)N3N=C(S(C)(=O)=O)SC3=NC2=O)cc(OC)c1OCCOc1ccc(C)cc1,97,93,106,3,-2,101,11,102
